Compound activity (PubChem BioAssay)
PLCg1 inh: PLC-gamma1 enzyme inhibitors, primary screen, biochemical, fluorescence, purified enzyme; fluorogenic substrate; 370,000 tested, 0.84% active; AID 720700, 2013; inhibition, % at 12.2 µM; 1-phosphatidylinositol 4,5-bisphosphate phosphodiesterase gamma-1 (Homo sapiens), P19174; in the data active = inhibition above about 9.5%
hgDAF-12 ag: H. glycines DAF-12 receptor agonists, primary screen, cell-based, luminescence, HEK293, GAL4 fusion, UAS-luciferase; 370,000 tested, 1.8% active; HEK293 GAL4-hgDAF12 UAS-luciferase reporter, agonist luminescence; normalized to butyrate control; AID 687014, 2013; activation, % at 6.8 µM; Nuclear hormone receptor DAF-12 (Heterodera glycines), GAL4 fusion;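 active = activation above a cutoff set at the mean of all screened compounds plus 3 SD, cut at about 10% in these data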;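 also: 0% = DMSO wells and 100% = sodium butyrate wells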
ADAM17 inh: ADAM17 inhibitors, primary screen, biochemical, QFRET; Disintegrin and metalloproteinase domain-containing protein 17 (Homo sapiens), P78536; recombinant ADAM17, EDANS/DABCYL FRET peptide cleavage; inhibition, % at 6.95 µM; 370,000 tested, 0.83% active; AID 720648, 2013;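 active = inhibition above the mean of compounds lying between control limits plus 3 SD, set per campaign, cut at about 8.5% in these data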;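 also: 0% = DMSO-only wells as the low control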
hcDAF12 agonist: H. contortus DAF-12 nuclear receptor activators, primary screen, cell-based, luminescence, HEK293, lit1-tk-luc reporter. HEK293 hcDAF-12 lit1-tk-luc reporter; 0% DMSO, 100% Δ7-dafachronic acid. activation, % at 6.8 µM. 370,000 tested, 1.4% active. AID 652067, 2013;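 active = activation above the mean of all tested compounds plus 3 SD, cut at about 5.5% in these data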;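 also: 100% = response to 3 µM Δ7-dafachronic acid high control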
PLC-beta3 inh: human PLC-beta3 inhibitors, primary screen, biochemical, fluorescence | 1-phosphatidylinositol 4,5-bisphosphate phosphodiesterase beta-3 (Homo sapiens), Q01970 | Purified PLC-beta3, fluorogenic substrate | inhibition, % at 12.2 µM | 370,000 tested, 0.18% active; in the data active = inhibition above about 11%;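 also: 0% = median of compound wells on plate and 100% = full blocker control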
Rev-erbA mod: modulators of Rev-erb alpha DNA binding, primary screen, biochemical, FITC-DNA, fluorescence polarization, uHTS. Rev-erbα–FITC-DNA binding, 90 min. activity, % at 10 µM. Nuclear receptor subfamily 1 group D member 1 (Homo sapiens), P20393. 370,000 tested, 0.79% active;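 active = activity above about 14%, limit read from the data; passing the limit was not always enough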;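 also: 0% = DMSO wells with 35 nM protein and 100% = DMSO wells with 750 nM protein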
ssDAF12 agonist: S. stercoralis DAF-12 nuclear receptor activators, primary screen, cell-based, luminescence, HEK293, GRIP1 co-expression, lit1-tk-luc. 370,000 tested, 1% active. activation, % at 6.8 µM. Nuclear hormone receptor DAF-12 (Strongyloides stercoralis). HEK293 ssDAF-12/GRIP1 lit1-tk-luc reporter; % of 3 µM dafachronic acid response;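 active = activation above the mean over all tested compounds plus 3 SD, cut at about 0.9% in these data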;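 also: 0% = DMSO-only wells and 100% = 3 µM delta7-dafachronic acid wells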
DAX1 inh-1: DAX1 (NR0B1) inhibitors, primary screen, cell-based, HEK293, Gal4-DAX1, luciferase luminescence | inhibition, % at 6.75 µM | 340,000 tested, 0.99% active | HEK293 Gal4-DAX1 luciferase reporter | Nuclear receptor subfamily 0 group B member 1 (Homo sapiens), P51843 | AID 504766, 2011;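 active = inhibition above the mean over all tested compounds plus 3 SD, cut at about 4.2% in these data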;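 also: 0% = DAX1-transfected cells with DMSO and 100% = empty-vector control cells with DMSO; inhibition shows as a rise in luminescence from relieved DAX1 repression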
MBD2 inh: inhibitors of MBD2 binding to methylated DNA, primary screen, biochemical, TR-FRET, DNA-binding domain, human | 370,000 tested, 0.31% active | inhibition, % at 4.4 µM | MBD2 binding to methylated oligonucleotide; in the data active = inhibition above about 13%
SMARCA2 act: SMARCA2 (BRM) function activators, primary screen, cell-based, luminescence, high throughput; MG213 cells, MMTV-luciferase reporter, dexamethasone, overnight; activation, % at 9.1 µM; 370,000 tested, 1% active; in the data active = activation above about 7.8%;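 also: 0% = vehicle wells and 100% = reference activator wells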
DAX1 inh-2: DAX1 (NR0B1) inhibitors on StAR promoter, primary screen, cell-based, luminescence, SF-1 (NR5A1), full-length DAX-1. HEK293T StAR-luciferase reporter, SF-1/DAX-1 repression relief. AID 652010, 2013. 370,000 tested, 1.1% active. inhibition, % at 6.8 µM;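 active = inhibition above the mean over all tested compounds plus 3 SD, cut at about 3.6% in these data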;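 also: 0% = DAX-1 cells with DMSO and 100% = cells lacking DAX-1 with DMSO; higher inhibition means more luminescence from relief of DAX-1 repression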
Active calls of the source: *; i = inactive; nt = not tested or not shown; & = joins results of further samples.

SMILES	PLCg1 inh	hgDAF-12 ag	ADAM17 inh	hcDAF12 agonist	PLC-beta3 inh	Rev-erbA mod	ssDAF12 agonist	DAX1 inh-1	MBD2 inh	SMARCA2 act	DAX1 inh-2
COc1ccc(NC(=O)CCC(=O)N(Cc2ccc(OC)c(OC)c2)c2nccs2)cc1	-4	-1.8	-2	0.8	-1	-3	-0.8	-1.0	-4	-2	-0.2
Cn1c(=O)[nH]c(=O)c2c1nc(N1CCCCC1)n2CC(O)COc1ccccc1 (stereo not given)	2	-2.4	0	1.9	-3	1	-0.7	2.0	-6	-1	-0.1
C=CC(=O)NC(C)(C)Cc1ccccc1	1	-2.3	-6	-1.7	1	-3	-1.4	1.3	1	-1	-0.1
Cc1ccccc1-c1cc2nc(OCC3CCCO3)n(C)c(=O)c2s1 (stereo not given)	4	1.0	-4	-2.4	0	-9	-1.4	nt	4	0	0.0
CC1CCCN(c2nc3c(c(=O)n(C)c(=O)n3C)n2Cc2ccccc2)C1 (stereo not given)	1	0.8	0	-2.9	1	4	-1.4	-1.2	-4	2	-0.5
CCCn1c(C(C)NC(=O)c2ccccc2)n[nH]c1=S (stereo not given)	5	3.7	-1	-0.1	1	2	-1.3	2.9	6	4	0.2
COc1ccc(S[C@]2(C(=O)N3CCOCC3)CC(=O)N(c3ccsc3)[C@@H]2c2ccc(OC)cc2)cc1	3	-0.5	2	-0.7	4	2	-1.1	nt	-1	1	-0.5
CCc1ccc(OCC(=O)N/N=C(\C)c2ccc(-n3ccnc3)cc2)cc1	4	2.0	4	2.5	6	-3	-0.8	-0.8	-5	-4	-0.3
Cc1ccc(NC(=O)COC(=O)CCc2c[nH]c3ccccc23)cc1[N+](=O)[O-]	0	0.7	4	-0.8	0	-1	-1.5	0.7	2	-2	-0.3
CCOc1ncccc1C(=O)NCc1ccccc1F	4	0.4	-3	-1.4	2	5	-2.2	0.0	2	-1	0.1
O=C(NCCCN1CCOCC1)c1ccc(S(=O)(=O)N2CCOCC2)cc1	-8	1.9	-13	2.2	-8	-3	-0.8	1.6	-3	0	0.2
CCN1CCN(c2ccc(S(=O)(=O)N3CCCCC3)cc2NC(=O)CC(NC(C)=O)c2ccccc2)CC1 (stereo not given)	1	1.2	-2	-1.3	-2	2	-1.4	1.2	1	-1	0.3
Cc1ccc(Cl)cc1-c1cc(C(=O)N2CCN(c3ccncc3)CC2)[nH]n1	-1	-1.3	3	2.3	2	-3	0.3	nt	-4	4	0.9
CCC(=O)Nc1ccc(C(=O)CSc2nnc(CNc3ccc(Cl)cc3)o2)cc1OC	0	-4.1	-2	-4.4	-1	-9	-2.5	-2.8	-1	-6	-2.4
COc1ccc(CNC(=O)c2ccc(Cn3cc(Cl)cn3)o2)cc1	-4	-1.9	-8	-0.5	-14	0	-0.8	0.0	5	-3	0.4
Cc1ccc(-c2cc(C(=O)NN=Cc3ccccc3OCC(=O)O)[nH]n2)cc1	3	4.3	2	2.3	1	1	-1.2	nt	-5	-2	0.1
Cc1coc2cc3oc(=O)c(CCC(=O)NCCN4CCOCC4)c(C)c3cc12	-169	2.9	-80	-1.5	-206	-1	-0.9	1.6	-4	0	0.0
O=C1NC(c2ccc(Br)cc2)c2c(-c3ccccc3)n[nH]c21 (stereo not given)	4	-3.7	-1	-2.6	1	2	-0.8	nt	8	-3	0.0
O=C(COc1ccc(Cl)cc1)N1CCN(Cc2ccc3c(c2)OCO3)CC1	1&4	6.2&1.6	-6&2	-2.8&-3.0	-2&-4	1&-3&-2	-2.0&-1.5	-0.3&0.1	-2&0	0&-3	-1.2&0.0
C/C(=N/NC(=O)c1ccc(Cl)s1)c1cccnc1	-8	4.7	-5	-1.8	-20	6	-0.3	0.0	2	5	0.1
CCCC(C)(C)C(=O)N1CCC1(C)C(=O)NS(=O)(=O)c1ccc(Cl)cc1 (stereo not given)	-1	1.5	-5	1.4	-1	4	-0.9	nt	0	4	-0.9
O=C(COc1ncnc2c(Cl)cc(Cl)cc12)N1CCCCC1	0	0.4	-2	-0.7	-1	-1	-1.7	0.7	-2	2	0.3
Cc1cc(S(=O)(=O)N2CCOCC2)ccc1OCC(=O)Nc1ccc(F)cc1F	-3	-1.3	-6	0.7	-7	3	-1.5	1.5	4	3	-0.4
CCCCC(NC(=O)Cc1c(C)c2cc3c4c(oc3c(C)c2oc1=O)CCCC4)C(=O)O (stereo not given)	-157	0.3	-74	-0.3	-213	-5	-0.6	-0.9	0	1	-0.4
CCCOc1ccc(Cl)cc1Nc1nc(NCCO)nc(N2CCCC2)n1	-1	-1.0	-2	-1.5	-3	-3	-1.4	0.2	-4	1	0.1

Some entries already given, showing only ADAM17 inh.
structure	ADAM17 inh
O=C(COc1ccc(Cl)cc1)N1CCN(Cc2ccc3c(c2)OCO3)CC1	-6&2
C/C(=N/NC(=O)c1ccc(Cl)s1)c1cccnc1	-5

Next part.
SMILES	PLCg1 inh	hgDAF-12 ag	ADAM17 inh	hcDAF12 agonist	PLC-beta3 inh	Rev-erbA mod	ssDAF12 agonist	DAX1 inh-1	MBD2 inh	SMARCA2 act	DAX1 inh-2
O=C(CNC(=O)c1ccc(Cl)cc1)Nc1ccccc1C(F)(F)F	0	-1.8	0	-4.2	-11	-7	-2.1	2.8	3	-3	0.0
N#C/C(=C(/O)c1ccc2c(c1)OCO2)c1nc2cc(C(F)(F)F)ccc2s1	-102	0.2	1	0.1	-132	-4	-0.9	-1.3	-3	0	0.4
Cc1onc(-c2ccccc2)c1C(=O)N1CCCCCC1	3	-0.6	-2	1.6	-5	-7	-1.2	0.6	-1	3	1.4
COc1ccc(C/C(C)=N/NC(=O)c2cccnc2)cc1	-1	4.0	0	-0.3	-3	-1	-0.8	1.3	-2	-1	0.4
CCCn1c(N)c(N(CCOC)C(=O)COC(=O)c2ccccc2NCCO)c(=O)[nH]c1=O	i	0.4	i	-1.3	i	-3	-1.0	-0.7	2	0	0.5
CC(NC(=O)c1ccco1)C(=O)OCC(=O)N1CCCCCC1 (stereo not given)	-1	2.1	-6	-0.2	-3	2	-1.1	-0.1	1	-1	-0.3
CCOC(=O)C1CCCN(c2c(NCCCN(CC)c3ccccc3)c(=O)c2=O)C1 (stereo not given)	-1	1.4	-1	-1.9	0	0	-1.6	0.9	2	-1	-0.2
Cn1cc(S(=O)(=O)N2CCc3ccccc32)cc1C(=O)NC(C)(C)C	3	-5.6	-1	-2.2	2	4	-1.7	-2.8	2	-2	-5.2
O=c1[nH]c2nc(Cl)nc(Cl)c2[nH]1	-1	-0.7	-1	-0.8	0	-4	-0.9	-1.0	1	-3	0.1
C[C@H](NC(=O)c1nc[nH]c1C(=O)N[C@@H](C)c1ccccc1)c1ccccc1	1	0.2	1	-2.1	-1	0	-1.4	0.6	-1	1	-0.6
CN(C)[C@@H]1CCN(c2ccc3c(c2)OCCCN(C2CC2)S3(=O)=O)C1	-2	0.8	-6	0.9	0	1	-1.3	nt	2	0	-0.7
COc1ccc(CC(=O)Nc2c(C(=O)N3CCN(c4ncccn4)CC3)oc3ccccc23)cc1	0	-1.5	-4	-0.9	-4	-2	-0.9	-0.5	-2	5	0.1
CCCC(C)C(=O)NC1CCCCN(Cc2ccccc2C)C1=O (stereo not given)	0	1.9	-2	-3.0	3	2	-0.5	nt	-1	0	-0.3
CCOC(=O)C1CCCN(c2c(NCCCN(C)Cc3ccccc3)c(=O)c2=O)C1 (stereo not given)	-1	-2.0	-1	-0.8	1	-2	-1.1	0.6	1	-1	-0.3
CCCCCCCCN1C(=O)[C@H](CC(=O)N2CCN(C(=O)OCC)CC2)C[C@@]2(C(=O)OC)CCCCC=C12	-2	-1.3	-2	0.8	-1	-1	-1.0	nt	6	-2	-0.1
COc1cccc(NC(=O)c2ccccc2N2C(=O)C3C4C=CC(C4)C3C2=O)c1 (stereo not given)	2	-0.7	0	-0.4	-3	1	-0.9	1.3	-5	-1	1.1
CS(=O)(=O)N1CCN(C(=O)c2cc(-c3ccccc3)nc3ccccc23)CC1	0	-0.1	-3	-0.9	2	0	-1.8	-0.1	-6	-2	0.0
O=C(OCCCN1CCCCC1)c1ccc(O)cc1	0	0.5	-5	2.2	4	1	-1.3	-0.2	-2	0	-0.2
CCOc1ncccc1C(=O)OCC(=O)Nc1cc(C)ccc1C	2	-0.1	-3	-1.2	1	0	-0.5	0.5	1	0	-0.4
Cn1cccc1C(=O)N1CCN(S(=O)(=O)c2cccs2)CC1	-1	-2.1	-3	0.6	1	3	-0.9	nt	3	-3	-1.3
O=C(NCC(=O)N1CCN(Cc2ccccc2)CC1)c1ccccc1Cl	-2	0.7	-4	-0.2	-1	7	-1.6	1.4	2	-4	-1.7
O=C(c1cc(COc2ccc3ncccc3c2)on1)N1CCCCCC1	1	-4.1	-3	-3.4	-7	-8	-2.8	-2.0	-3	-7	-3.6
O=C(NNC(=S)NC(=O)c1cccnc1)c1ccc(Cl)cc1	-3	-3.0	0	0.2	7	-4	-1.0	-0.1	-3	-1	-1.5
Cc1nn(C)c(N)c1C(O)(c1nccn1C)C(F)(F)F (stereo not given)	-3	-2.4	-4	-3.1	-31	-1	-1.5	0.8	2	1	-0.4
CCCC(C(=O)NC1CCCC1)N(CC1CCCO1)C(=O)c1snc(C(N)=O)c1N (stereo not given)	-75	-1.7	-63	0.8	-113	-7	-0.5	-1.2	-3	-3	0.8
O=C1CC2(CCN(C(=O)c3ccccc3[N+](=O)[O-])CC2)Oc2ccccc21	-1	0.9	-3	0.1	-8	-3	-1.4	1.0	-3	0	-0.5
COc1ccc(CCC(=O)OCC(=O)c2c(N)n(CC(C)C)c(=O)n(C)c2=O)cc1	1	0.5	3	-3.2	-6	-8	-1.3	-0.6	-1	-4	-2.5
COc1ccc(CCN(Cc2ccccn2)C(=S)Nc2ccccc2Cl)cc1OC	3	0.0	8.7*	-0.7	0	8	-1.6	0.3	-7	-3	-1.7
COC(=O)C[C@H]1CC[C@H](NC(=O)c2cccc(F)c2)[C@@H](CO)O1	4	0.7	0	1.3	0	-4	-0.7	nt	0	3	-1.4
CCCc1c(C)[nH]c2ccc(NC(C)=O)cc2c1=O	-4	-0.5	-22	-2.2	-4	7	-1.1	-1.2	2	1	0.3

Rows are unselected; 7.4% or so of the library scored in one or more.
